From PubChem BioAssay
EPAC2 antag: EPAC2 (human) antagonism; Potency, µM (doses to about 114 µM), for inactives: at the top dose activity, negative = inhibition, actives largely listed as inhibitors; EPAC2 GEF exchange of Rap1B-BODIPY-GDP, fluorescence; 360,000 compounds, 0.18% hits; further: potency means the concentration at half of the fitted maximal effect; on the % scale 0 is the no-effect control and ±100 the full control effect; nearly all actives have a fitted effect of over 45% in size; many of its hits are not listed in these tables
Target sequence (Q8WZA2 whole entry, looked up): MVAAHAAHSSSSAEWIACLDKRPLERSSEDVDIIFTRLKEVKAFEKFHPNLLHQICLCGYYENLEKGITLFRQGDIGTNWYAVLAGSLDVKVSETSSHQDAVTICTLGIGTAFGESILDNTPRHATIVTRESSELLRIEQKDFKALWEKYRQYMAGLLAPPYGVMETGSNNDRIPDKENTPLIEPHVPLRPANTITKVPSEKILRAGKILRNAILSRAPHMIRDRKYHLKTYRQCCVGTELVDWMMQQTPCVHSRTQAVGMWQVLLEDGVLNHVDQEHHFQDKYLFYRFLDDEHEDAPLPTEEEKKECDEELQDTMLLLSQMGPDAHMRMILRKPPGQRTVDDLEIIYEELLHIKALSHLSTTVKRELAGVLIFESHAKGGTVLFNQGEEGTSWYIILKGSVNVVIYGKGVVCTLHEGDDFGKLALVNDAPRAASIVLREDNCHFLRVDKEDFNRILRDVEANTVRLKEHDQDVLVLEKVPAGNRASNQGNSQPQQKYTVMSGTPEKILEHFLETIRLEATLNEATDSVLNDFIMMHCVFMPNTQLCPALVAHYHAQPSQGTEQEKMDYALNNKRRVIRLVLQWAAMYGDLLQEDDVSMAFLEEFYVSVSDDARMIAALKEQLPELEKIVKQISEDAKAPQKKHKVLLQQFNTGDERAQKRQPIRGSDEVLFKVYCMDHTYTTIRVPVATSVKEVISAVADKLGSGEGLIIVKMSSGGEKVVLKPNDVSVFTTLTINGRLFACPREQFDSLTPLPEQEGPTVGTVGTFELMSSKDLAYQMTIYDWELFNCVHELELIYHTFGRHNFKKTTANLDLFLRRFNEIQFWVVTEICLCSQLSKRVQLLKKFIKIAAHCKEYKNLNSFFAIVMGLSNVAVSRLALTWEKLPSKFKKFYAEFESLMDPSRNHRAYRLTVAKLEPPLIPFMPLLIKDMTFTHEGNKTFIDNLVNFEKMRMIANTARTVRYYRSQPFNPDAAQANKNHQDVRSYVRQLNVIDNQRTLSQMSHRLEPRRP
DRD3 agonist: D3 dopamine receptor (human) agonism; D3R DiscoveRx beta-arrestin cells, luminescence, 90 min; 410,000 compounds, 0.58% hits; AID 652048; max activation, %; in the data active means max activation above about 30%; further: 0% is about no effect; mostly tested at two doses, the higher about 12 µM
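Cells at 1500/well, incubated overnight, then treated with pinned compounds (dopamine as control) for 90 min at 37 degrees C. DiscoveRx reagent added for 30 - 60 minutes at room temperature; luminescence read.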
FUS suppressor: rescues growth of FUS-expressing yeast; AID 1347120; S. cerevisiae FUS-expressing, growth rescue, OD600, 24 h; Potency, µM (doses to about 76.6 µM), for the others: at the top dose growth rescue (activation), actives largely listed as activators; 390,000 compounds, 0.24% hits;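 further: potency means the concentration at half of the fitted maximal effect; plate controls were DMSO vehicle for no effect and reference control for full effect; nearly all actives have a fitted effect of over 55% in size; some results filed as inactive show a strong effect at the top dose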
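Yeast expressing FUS under galactose induction, OD 0.005 in 2% galactose medium; compounds in a dilution series, 24 h at 30C. Growth rescue by absorbance at 600 nm; CP55940 positive control, DMSO negative.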
aSyn yeast inh: alpha-synuclein toxicity inhibition in yeast | AID 652106 | Yeast expressing alpha-synuclein, growth rescue, BacTiter-Glo, 24 h | 370,000 compounds, 0.14% hits | Potency, µM (top dose mostly 46.1 µM), without a hit: at the top dose growth rescue (activation), most hits filed as activators; further: potency means the concentration at half of the fitted maximal effect; % of control where 0% means no effect; nearly all actives have a fitted effect of over 65% in size
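Rescue of yeast growth: cells expressing toxic alpha-synuclein, induced in galactose at OD600 0.02, incubated with compound 24 h at 30 C. ATP luminescence quantified growth; inhibitors of toxicity appear as activators.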
TDP43 rescue: TDP-43 toxicity inhibition in yeast; TDP-43 expressing yeast growth rescue, BacTiter-Glo, 24 h; 410,000 compounds, 1.8% hits; Potency, µM (titrated, usually from 46.1 µM), without a hit: at the top dose growth rescue (activation), hits mostly activators; AID 652104; further: potency means the concentration at half of the fitted maximal effect; % of control where 0% means no effect; nearly all actives have a fitted effect of over 50% in size
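Growth rescue of TDP-43-toxic yeast measured as ATP luminescence (BacTiter-Glo). Cells grown to mid-log in raffinose, induced in galactose at OD600=0.02, exposed to compound 24 hr at 30 deg C.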
DRD3 antagonist: antagonists of human D3 dopamine receptor | P35462 | D3R cells, DiscoveRx beta-arrestin luminescence, antagonist mode; hits give low values | max response, negative = inhibition, % | 360,000 compounds, 2.5% hits | AID 652054; in the data active means max response below about -50%; inconclusive means no clear call, values can overlap the other calls; further: on the % scale 0 is the no-effect control and ±100 the full control effect; mostly tested at two doses, the higher about 12 µM
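Cells plated overnight at 1500 cells/well, then exposed to library compounds with dopamine controls for 90 minutes at 37 degrees C. DiscoveRx reagent added for 30–60 minutes at room temperature; luminescence read, quantitative HTS format.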
Abeta yeast res: restores growth of yeast expressing A-beta42 peptide; Potency, µM (series often up to 46.1 µM), inactives show top-dose growth rescue, hits mostly activators; yeast expressing A-beta42, growth rescue, OD600, 48 h; response scale: 0% DMSO, 100% iron-clioquinol control; AID 1347071; 410,000 compounds, 0.063% hits; further: potency means the concentration at half of the fitted maximal effect; nearly all actives have a fitted effect of over 55% in size
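Yeast growth medium received pinned compounds, then yeast cells expressing toxic A-beta were added; plates incubated at 30 C for 48 hr. Growth read as absorbance at 600 nm, normalized to DMSO and equimolar FeCl3 plus clioquinol controls.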
EPAC2 ag: EPAC2 (human) agonism. Q8WZA2. Potency, µM (highest dose often 154 µM), for the others: at the highest dose activation, hits mostly activators. 360,000 compounds, 0.079% hits. EPAC2 activation, biochemical qHTS; response scale: 100% = 6.5 mM cAMP response. AID 720711; further: potency means the concentration at half of the fitted maximal effect; nearly all actives have a fitted effect of over 50% in size
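Fluorescence exchange assay: 100 nM EPAC2 with 250 nM RAP1B-BODIPY-GDP and 50 uM GDP; compounds tested as a concentration-titration series (qHTS). Loss of Rap1-bound BODIPY-GDP fluorescence read at 480/540 nm; data normalized to 6.5 mM cAMP.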
* marks the source's active call; other numbers are inactive results; ? = inconclusive; . = not tested or not shown; [ ] = another dose, or the depositor's remark. Unless noted, the call rests on the fitted dose curve; in most records, active means well fitted curve in the direction sought with a large enough effect; inconclusive means small, poorly fitted or top-dose-only effect, or another doubt; inactive means no such curve, though single readings can be large; an effect the other way counts as inactive or inconclusive.

SMILES	EPAC2 antag	DRD3 agonist	FUS suppressor	aSyn yeast inh	TDP43 rescue	DRD3 antagonist	Abeta yeast res	EPAC2 ag
COc1ccccc1NC(=O)CNC(=O)c1ccc(Br)o1	5%	0	-16%	-17%	9%	-27	-15%	10%
COc1ccc(-c2csc(C(C)(O)c3cccc(F)c3)n2)cc1 (stereo unspecified)	9%	-3	-2%	5%	1%	25	-29%	19%
CC1CN(/C=C/C=O)C(C)CC1OC(=O)c1ccccc1 (stereo unspecified)	17%	-7	14%	0%	19%	-7	-6%	8%
CCN(CC)S(=O)(=O)c1ccc(N2CCOCC2)c(NC(=O)C2COc3ccccc3O2)c1 (stereo unspecified)	-1%	4	?	4%	27%	24	9%	6%
CCOC(=O)c1cc2c(=O)n3ccccc3nc2n(Cc2ccco2)c1=NC(=O)c1cccc(Br)c1	.	-12	?	.	-7%[9.22 µM]	.	-20%	.
CCOC(=O)c1c(C)c(C(=O)OCC)n(C)c1C	-1%	9	-5%	14%	29%	1	-5%	5%
CC(=O)Nc1ccc(NC(=O)CCn2c(=O)oc3ccccc32)cc1	3%	-18	22%	-5%	4%	1	1%	15%
CCCCCNC(=O)C1CCC(Cn2c(=S)[nH]c3ccccc3c2=O)CC1 (stereo unspecified)	2%	3	-2%	2%	9%	-1	5%	-7%
COc1ccc(C(=O)NCC(c2ccc3c(c2)OCO3)N2CCOCC2)cc1OC (stereo unspecified)	.	-4	7%	.	23%	.	10%	.
Cc1ccc(-c2nnc(N3CCCCCC3)c3ccccc23)cc1	-19%	-6	-5%	-6%	15%	?	3%	18%
CCC(CO)Oc1cc(NC(=O)c2ccccc2C)c2ncn(C(C)C)c2c1 (stereo unspecified)	4%	0	-10%	2%	20%	-7	-11%	4%
O=C(CSc1nnc(CNC(=O)c2ccc(F)cc2)o1)c1ccccc1	9%	1	29%	4%	-18%	12	-18%	-2%
CC(C)(C)NC(=O)c1ccc2nccnc2c1	-5%	1	2%	-7%	-2%	1	18%	5%
COc1cc(/C=C/C(=O)O)cc(S(=O)(=O)Nc2ccc3nc(C)sc3c2)c1OC	13%	0	13%	-4%	-18%	4	-6%	-8%
CCOC(=O)C1(CC)Oc2ccccc2C(c2ccc(OC)cc2)=C1C(=O)OC (stereo unspecified)	?	-16	20%	-2%	9%	-13	-10%	18%
COc1ccc(/C=N/NC(=O)c2cc(OC)c(OC)c(OC)c2)cc1CN1CCc2cc(OC)c(OC)cc2C1C (stereo unspecified)	6%	-3	32%	8%	-14%	3	4%	-2%
Cc1ccccc1NC(=O)Cc1nc(CSc2nnc(C3CCCCC3)n2N)cs1	-4%	-3	41%	2%	0%	-7	6%	-2%
O=C(CSc1ccccc1C(=O)N1CCN(c2ccccc2)CC1)N1CCCC1	3%	0	-1%	12%	9%	1	24%	-2%
COc1cccc(/C=N/NC(=O)c2cnn(-c3ccccc3)c2N)c1	0%	3	25%	5%	7%	11	11%	5%
COc1ccc(-n2c(-c3cccc(C)c3[N+](=O)[O-])n[nH]c2=S)cc1	-2%	-12	35%	0%	12%	-57*	21%	2%
COc1cccc(S(=O)(=O)NCc2ccc(C(=O)NCC3CCCO3)cc2)c1 (stereo unspecified)	2%	-2	18%	11%	-10%	1	0%	1%
COC(=O)CCCC(=O)N1CCC(CCC(=O)NC2CC2)CC1	2%	8	-23%	-7%	7%	-9	.	16%
Brc1ccsc1/C=N/Nc1ccccc1	0%	-15	9%	-2%	10µM*	-6	-13%	8%
CCOc1ccccc1Nc1nc(N)nc(CN2CCCCC2C)n1 (stereo unspecified)	2%	2	-13%	4%	4%	-14	2%	-3%

A second format for part of the listing above:
Values run as follows: EPAC2 antag | DRD3 agonist | FUS suppressor | aSyn yeast inh | TDP43 rescue | DRD3 antagonist | Abeta yeast res | EPAC2 ag
- CC(=O)Nc1ccc(NC(=O)CCn2c(=O)oc3ccccc32)cc1
→ 3% | -18 | 22% | -5% | 4% | 1 | 1% | 15%
- CCCCCNC(=O)C1CCC(Cn2c(=S)[nH]c3ccccc3c2=O)CC1 (stereo unspecified)
→ 2% | 3 | -2% | 2% | 9% | -1 | 5% | -7%
- COc1ccc(C(=O)NCC(c2ccc3c(c2)OCO3)N2CCOCC2)cc1OC (stereo unspecified)
→ . | -4 | 7% | . | 23% | . | 10% | .
- Cc1ccc(-c2nnc(N3CCCCCC3)c3ccccc23)cc1
→ -19% | -6 | -5% | -6% | 15% | ? | 3% | 18%
- CCC(CO)Oc1cc(NC(=O)c2ccccc2C)c2ncn(C(C)C)c2c1 (stereo unspecified)
→ 4% | 0 | -10% | 2% | 20% | -7 | -11% | 4%
- O=C(CSc1nnc(CNC(=O)c2ccc(F)cc2)o1)c1ccccc1
→ 9% | 1 | 29% | 4% | -18% | 12 | -18% | -2%
- CC(C)(C)NC(=O)c1ccc2nccnc2c1
→ -5% | 1 | 2% | -7% | -2% | 1 | 18% | 5%
- COc1cc(/C=C/C(=O)O)cc(S(=O)(=O)Nc2ccc3nc(C)sc3c2)c1OC
→ 13% | 0 | 13% | -4% | -18% | 4 | -6% | -8%
- CCOC(=O)C1(CC)Oc2ccccc2C(c2ccc(OC)cc2)=C1C(=O)OC (stereo unspecified)
→ ? | -16 | 20% | -2% | 9% | -13 | -10% | 18%
- COc1ccc(/C=N/NC(=O)c2cc(OC)c(OC)c(OC)c2)cc1CN1CCc2cc(OC)c(OC)cc2C1C (stereo unspecified)
→ 6% | -3 | 32% | 8% | -14% | 3 | 4% | -2%
- Cc1ccccc1NC(=O)Cc1nc(CSc2nnc(C3CCCCC3)n2N)cs1
→ -4% | -3 | 41% | 2% | 0% | -7 | 6% | -2%
- O=C(CSc1ccccc1C(=O)N1CCN(c2ccccc2)CC1)N1CCCC1
→ 3% | 0 | -1% | 12% | 9% | 1 | 24% | -2%
- COc1cccc(/C=N/NC(=O)c2cnn(-c3ccccc3)c2N)c1
→ 0% | 3 | 25% | 5% | 7% | 11 | 11% | 5%
- COc1ccc(-n2c(-c3cccc(C)c3[N+](=O)[O-])n[nH]c2=S)cc1
→ -2% | -12 | 35% | 0% | 12% | -57* | 21% | 2%
- COc1cccc(S(=O)(=O)NCc2ccc(C(=O)NCC3CCCO3)cc2)c1 (stereo unspecified)
→ 2% | -2 | 18% | 11% | -10% | 1 | 0% | 1%

Going on with the list.
SMILES	EPAC2 antag	DRD3 agonist	FUS suppressor	aSyn yeast inh	TDP43 rescue	DRD3 antagonist	Abeta yeast res	EPAC2 ag
COc1ccc(C2=Nc3cccc4cccc(c34)N2)cc1	11%	14	31%	-7%	-24%	9	-40%[inhibitor]	4%
CCOc1ccc(N(CC(=O)NC2CCCC(C)C2C)S(=O)(=O)c2c(C)noc2C)cc1 (stereo unspecified)	-14%	-1	9%	-1%	5%	16	5%	-12%
COc1cc2nc(CC(C)C)n(NC(=O)c3ccccc3Br)c(=O)c2cc1OC	4%	8	-14%	2%	13%	4	23%	9%
CN(C)S(=O)(=O)c1cc(C(=O)Nc2ccccc2C(=O)NC2CC2)ccc1Cl	2%	-22	-12%	-1%	15%	-2	-11%	6%
CC(C)(C)C(=O)CN1C(=O)NC2(CCOc3ccccc32)C1=O (stereo unspecified)	-8%	-4	20%	-5%	-13%	-10	-3%	15%
COc1ccc(NC(=O)COC(=O)C2CCN(S(=O)(=O)c3ccccc3)CC2)cc1Cl	-8%	-5	37%	6%	6%	4	3%	-2%
Cc1cc(C)c(C)c(S(=O)(=O)Nc2ccccc2N2CCOCC2)c1C	-7%	-5	-1%	13%	18%	13	19%	24%
O=C(O)C1CCN(c2ccc(S(=O)(=O)N3CCCCC3)cc2[N+](=O)[O-])CC1	7%	-4	7%	2%	12%	-12	9%	7%
CCn1c(C)csc1=NC(=O)c1ccccc1	-1%	1	-2%	-4%	29%	7	-13%	-5%
Cc1nn(Cc2cccc(Oc3ccccc3)c2)c(C)c1NC(=O)NC12CC3CC(CC(C3)C1)C2	-6%	2	-5%	0%	6%	-8	-5%	-4%
Cc1ccnc(NC(=O)CCC(=O)N(CC(=O)NCc2ccccc2)Cc2ccccc2)c1	1%	14	11%	0%	4%	6	1%	-5%
Clc1ncc2[nH]cnc2n1	19%	-5	-14%	5%	0%	3	-10%	0%
CC(C)CCNC(=O)c1cc2cc(S(=O)(=O)N3CCCCC3)ccc2n1C	.	14	2%	.	28%	.	6%	.
CCN(CC)CCNC(=O)c1ccc(NC(=O)c2cn(-c3ccc(F)cc3)nc2-c2cccc(OC)c2)cc1	-4%	-3	12%	3%	15%	-8	-9%	1%
CSc1ccccc1NC(=O)CN(C)C(=O)c1cccc(S(=O)(=O)N(C)C)c1	11%	9	7%	0%	-10%	-5	3%	2%
O=C(NCCOC(=O)c1ccccc1C(=O)OCCNC(=O)c1cccnc1)c1cccnc1	0%	1	15%	0%	14%	-24	0%	7%
CC(=O)Nc1ccc(S(=O)(=O)NCCN2CCNC2=O)cc1Cl	3%	-1	-10%	8%	7%	-13	-13%	6%
COc1cc(C(=O)N/N=C/C2CC=CCC2)cc(OC)c1OC (stereo unspecified)	16%	-6	.	0%	-12%	?	-5%	-3%
Oc1ccc(Cl)cc1Nc1nc(NCC2CCCO2)c2ccccc2n1 (stereo unspecified)	-14%	.	1%	.	.	.	-23%	8%
CCOC(=O)N1CCN(S(=O)(=O)c2ccc(Br)cc2)CC1	8%	-3	-16%	-2%	13%	8	-8%	7%
CCc1nnc(NC(=O)CSc2nnc(-c3ccccc3OC)n2-c2ccccc2)s1	-3%	-7	33%	-1%	3%	-11	-2%	-8%
Cc1cccc(C)c1NC(=O)CN1C(=O)C2CC=CCC2C1=O (stereo unspecified)	-6%	1	-18%	-1%	-6%	-4	-19%	2%
CCn1c(SCC(=O)N2CCCC(C)C2)nnc1-c1ccco1 (stereo unspecified)	12%	-5	-9%	0%	8%	1	1%	-2%
CCOC(=O)C(NC(C)=O)(N1CCc2ccccc2C1)C(F)(F)F (stereo unspecified)	10%	-9	6%	-5%	0%	?	2%	-7%
CCOC(=O)NC(NCc1ccccc1)(C(F)(F)F)C(F)(F)F	9%	6	14%	0%	-20%	6	-9%	1%
CCCC[C@H]1COCCS(=O)(=O)N1Cc1cccc(F)c1	3%	3	21%	0%	18%	-1	-13%	0%

These rows are one share of the data; the hit share may differ from the screen's.
